Screening data (PubChem)
RmlCD inh 1536: M. tuberculosis RmlC/RmlD coupled enzyme inhibitors, primary screen, biochemical, compound mixtures, 384-well, from 1536-well plates | AID 1533, 2009 | inhibition, % at 3.6 µM | hit rate 0.03% among 160,000 | dTDP-4-dehydrorhamnose reductase (Mycobacterium tuberculosis (strain ATCC 25618 / H37Rv)) … | RmlC+RmlD coupled enzyme assay, percent inhibition; primary screen in compound mixtures; in the data active = inhibition mostly above about 34%, no sharp cut-off; note: some results filed as inactive read as strong as hits
Target sequence (P9WH09 whole entry, looked up): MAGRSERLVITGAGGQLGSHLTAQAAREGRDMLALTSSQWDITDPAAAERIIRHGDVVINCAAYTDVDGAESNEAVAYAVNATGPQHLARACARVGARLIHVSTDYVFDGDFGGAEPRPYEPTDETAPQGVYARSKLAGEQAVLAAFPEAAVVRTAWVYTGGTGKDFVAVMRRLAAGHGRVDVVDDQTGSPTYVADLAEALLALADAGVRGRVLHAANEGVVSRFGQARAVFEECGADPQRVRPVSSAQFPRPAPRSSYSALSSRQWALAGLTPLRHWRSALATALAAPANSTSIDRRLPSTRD
Target sequence (P9WH11 whole entry, looked up): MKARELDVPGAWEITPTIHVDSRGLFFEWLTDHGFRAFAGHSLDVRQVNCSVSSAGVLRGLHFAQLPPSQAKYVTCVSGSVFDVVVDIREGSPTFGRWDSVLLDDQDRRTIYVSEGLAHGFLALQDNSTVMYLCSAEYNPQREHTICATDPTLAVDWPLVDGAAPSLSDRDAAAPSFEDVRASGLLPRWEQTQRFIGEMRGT
GlmU inhibition: inhibition of mycobacterial GlmU enzyme – biochemical, glucosamine-1-phosphate acetyltransferase (AID 1376) | Bifunctional protein GlmU (Mycobacterium tuberculosis (strain ATCC 25618 / H37Rv)) | M. tuberculosis GlmU acetyltransferase enzyme assay; higher % means a stronger effect | inhibition, %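 (tested at 30 µM in the primary screen)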, or IC50 in µM where a hit was titrated | hit rate 0.25% among 220,000; in the data active = inhibition above about 13%;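 note: 0% = complete reaction with vehicle and 100% = reaction without substrate; strong numbers were not always called active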
* = called active by the depositor; / = not tested or not shown.

No.	SMILES	RmlCD inh 1536	GlmU inhibition
1	Cc1cc(=O)oc2cc(NC(=S)NCc3ccccn3)ccc12	-8	-5.0%
2	Cc1cc(Oc2ccc(C)c(Cl)c2)nc(SCC(=O)c2ccccc2)n1	-11	1.4%
3	CCCc1ccc(C#N)c(SC2CC(=O)N(c3ccc(OC)cc3)C2=O)n1 (configuration not stated)	-10	-0.8%
4	Cc1cc2nc(SCCOC(=O)Nc3ccc(Cl)cc3)nc(C)c2cc1C	21	-0.7%
5	Nc1ccc2nc(-c3ccccc3)sc2c1	3	-1.8%
6	CCOC(=O)C1=NN(c2ccc(Cl)cc2)C(=O)C1	-4	-1.8%
7	C/C=C/C(=O)N1CC2(CC(c3cccc(NC(=O)COc4ccc(Cl)cc4)c3)=NO2)C[C@@H]1C(N)=O (some centres not stated)	10	-3.1%
8	O=c1cc(C(F)(F)F)nc(-c2ccccc2OC(F)(F)F)[nH]1	-7	1.9%
9	COc1ccccc1Nc1cc(C(=O)NCCCN2CCOCC2)c2ccccc2n1	5	7.3%
10	Cn1nnnc1SCc1ccc([N+](=O)[O-])cc1	0	-1.5%
11	CCC(C)[C@H](N)c1nnc(SCC(=O)Nc2cccc(Cl)c2)o1 (some centres not stated)	/	-0.2%
12	COc1ccc2[nH]c3c(=O)n(CCCCC(=O)NCCN4CCCC4)c(=S)[nH]c3c2c1	-12	-3.7%
13	COc1ccccc1OCCCn1c(=O)oc2ccccc21	/	-2.9%
14	COc1ccccc1N1CCN(C(=O)c2c(-c3c(Cl)cccc3Cl)noc2C)CC1	8	-0.9%
15	Cn1c(=O)oc2cc(S(=O)(=O)Nc3ccc4c(c3)OCCO4)ccc21	/	0.1%
16	O=C(CN1C(=O)CC(c2ccccc2)S(=O)(=O)c2ccccc21)N1CCOCC1 (configuration not stated)	10	5.3%
17	C=CCn1c(SCc2csc(-c3ccc(C)cc3)n2)nnc1-c1ccccc1OC	28	-8.2%
18	O=C(NCc1ccc2c(c1)OCO2)C1CCN(c2ccc(S(=O)(=O)N3CCCC3)cc2)CC1	/	-0.6%
19	COc1ccc(NC(=O)CSc2nnc3c4c(nc(-c5ccccc5)n23)CC(C)(C)OC4)cc1	28	1.9%
20	O=S1(=O)CC=C(CSc2nc3ccccc3[nH]2)C1	1	-2.8%
21	CCC(C)(C)NC(=O)c1sccc1Oc1ccc(F)cc1[N+](=O)[O-]	-5	7.7%
22	CC1=C(C(=O)N2CCOCC2)C(c2ccsc2)C2=C(CCCC2=O)N1 (configuration not stated)	7	11%
23	CCCc1ccc(OCCNC(C)=O)cc1	-7	5.2%
24	c1ccc(Cn2c(-c3ccccc3)c[n+]3c2SCCC3)cc1	-2	-3.1%
25	Cc1onc(-c2ccccc2)c1C(=O)NCc1cccnc1	8	1.4%

The results go on:
No.	SMILES	RmlCD inh 1536	GlmU inhibition
26	O=C(NCc1ccco1)/C(=C\c1cccs1)NC(=O)c1ccccc1	/	2.0%
27	Cc1ccc(CNC(=O)NC2CCCCC2)cc1	8	1.8%
28	CC(=O)c1ccc(OCCOc2ccc(C#N)cc2)cc1	25	5.4%
29	Cc1ccccc1CSc1nncn1N	/	-0.1%
30	CCN1C(=O)/C(=C\C=C\c2ccccc2[N+](=O)[O-])SC1=S	2	3.6%
31	C=CCn1c(O)c(/C(C)=N/N2CCCCCC2)c(=O)[nH]c1=O	-5	0.1%
32	O=C(NC(=S)NCCN1CCOCC1)c1ccc(Cl)cc1Cl	-4	-2.1%
33	CC(C)c1ccc(C(=O)NCCCc2ccccc2)cc1	-3	-2.5%
34	COc1ccc(-c2cc(C(F)(F)F)n3nc(C(=O)Nc4c(C)n(C)n(-c5ccccc5)c4=O)cc3n2)cc1	8	5.2%
35	CC(C)CC(NC(=O)OC(C)(C)C)c1cn([C@@H](Cc2ccc(O)cc2)C(=O)N2CCN(C(=O)OC(C)(C)C)CC2)nn1 (some centres not stated)	/	2.7%
36	CN1N=C(c2ccc(F)c(F)c2)CSC1=NCc1ccccc1	-4	2.3%
37	COC(=O)c1cc(NS(=O)(=O)c2ccc(N3CCCCCC3)c([N+](=O)[O-])c2)cc(C(=O)OC)c1	/	2.0%
38	CCCc1nc(NC2CCCCC2)c(C#N)c2c1COC(C)(C)C2	13	1.3%
39	CSc1ccc(/C=N/n2c(C)nnc2C)cc1	-10	1.6%
40	COc1ccc(/C=N/NC(=O)c2nc(Cl)c(Cl)c(N)c2Cl)cc1COc1ccc(F)cc1F	/	3.3%
41	Cc1cccc(-c2nc3ccccc3c(=O)n2-n2cccc2)c1	4	6.3%
42	O=S(=O)(O)c1cccc(N=Nc2c(O)ccc3ccccc23)c1	3	3.9%
43	Cc1ccccc1Nc1nc(N)nc(CSc2nnc3sc4ccccc4n23)n1	/	0.2%
44	O=S(=O)(c1ccc(Cl)cc1Cl)n1ccc2cccnc21	28	-6.3%
45	Cc1ccc(CSc2nnc3ccc(-c4ccncc4)nn23)cc1	4	-5.9%
46	CCOC(=O)c1c(-c2ccc(C)o2)csc1N	6	2.0%
47	Cc1nnc(SCc2ccon2)n1-c1ccccc1	/	-4.8%
48	COc1ccccc1NC(=O)CC(c1ccc(F)cc1)c1ccco1 (configuration not stated)	7	0.8%
49	COc1ccc(-n2nnnc2SC(C)C(N)=O)cc1 (configuration not stated)	/	7.6%
50	CCCCNC(=O)c1onc(CSc2ccc(OC)cc2)c1C(=O)O	/	-2.5%

Next part.
No.	SMILES	RmlCD inh 1536	GlmU inhibition
51	CC(=O)c1c(C)[nH]c(C(=O)N2CCC3(CC2)OCCO3)c1C	2	-3.2%
52	CN(C)S(=O)(=O)c1ccc(C(=O)Nc2nnc(SCc3cccc(F)c3)s2)cc1	1	0.4%
53	O=C(Nc1ccccc1F)c1ccc(CSc2ncccn2)cc1	-12	-1.2%
54	Nc1cccc(-c2cc3ccccc3oc2=O)c1	7	-0.2%
55	COC(=O)[C@H](C)NC(=O)NCc1ccc(F)cc1	/	4.1%
56	Cc1cc(C(=O)Nc2ccc(S(=O)(=O)N3CCOCC3)cc2)c(C)o1	-2	-12%
57	COCCn1c(NCc2ccc(C)cc2)nc2c1c(=O)[nH]c(=O)n2C	-1	2.4%
58	COc1cccc(NS(=O)(=O)c2c(C)n(C)c(=O)n(C)c2=O)c1	7	3.5%
59	O=C(C[n+]1cc(-c2ccccc2)n2c1CCC2)c1cccs1	8	-2.6%
60	Cc1cc(C)cc(OCC(=O)NCc2cc(C)nc3ccccc23)c1	3	-5.6%
61	Cc1noc(C(=O)NCc2ccco2)c1Cl	-4	3.1%
62	CCOC(=O)Cc1cc(-c2ccc(OC)cc2)nc2ccc3ccccc3c12	4	1.8%
63	COc1cc(OC)c2cc(C(=O)N/N=C/c3cccc(OC)c3O)[nH]c2c1	/	1.6%
64	CCOC(=O)c1c(C=O)c2sc(C)cc2n1C	5	0.8%
65	CCC(C)(C(=O)Nc1ccccc1C)N(C(=O)CNC(C)=O)c1ccc(C)cc1 (configuration not stated)	0	1.7%
66	COc1ccccc1C(=O)NCC(=O)OCC(=O)Nc1cccc(S(=O)(=O)N2CCCCCC2)c1	-8	1.8%
67	CCCCCCn1c(CN2CCN(Cc3ccccc3)CC2)nc2c1c(=O)n(C)c(=O)n2C	4	-6.3%
68	COCCNC(=O)CN1C(=O)CN=C(c2ccccc2)c2ccccc21	21	-3.2%
69	COc1ccccc1NC(=O)N(CCN(C)C)Cc1cc2cc(C)ccc2[nH]c1=O	9	-3.8%
70	Cc1cc(C)n2[nH]c(=O)c(N=Nc3cccc(C(F)(F)F)c3)c2n1	21	2.2%
71	Cn1cc(CN2CCC(C(=O)N3CCCC3)CC2)c(-c2ccccc2F)n1	2	-3.1%
72	Cn1c(-c2ccccc2)cnc1N	/	-1.2%
73	CCN1CCN(c2nc(Nc3cc(OC)ccc3OC)nc(Nc3cc(OC)ccc3OC)n2)CC1	-27	-7.0%
74	C/C(NC1CCCC1)=C(/C#N)C(N)=O	/	0.4%
75	O=C(Cc1cccc2ccccc12)NCCOc1ccccc1F	-1	5.5%

More results:
No.	SMILES	RmlCD inh 1536	GlmU inhibition
76	CCn1ncc(/C=N/O)c1C	2	-3.7%
77	Cn1c(NCC(O)CO)nc2c1c(=O)n(Cc1ccc(Cl)c(Cl)c1)c(=O)n2C (configuration not stated)	/	2.3%
78	COCCn1c(SCC(=O)Nc2ccccc2C)nc2c(oc3ccccc32)c1=O	22	1.4%
79	O=C(CN1CCCN(Cc2ccc(F)cc2Cl)C1=O)NC1CCCC1	4	3.6%
80	Cc1cc(S(=O)(=O)Nc2ccccc2C)ccc1F	/	1.4%
81	COC(=O)NCC(C)OC(=O)Nc1ccc(Cl)cc1 (configuration not stated)	9	-3.5%
82	CCCOc1ccc(-c2cc(C(F)(F)F)c(C#N)c(SCC(=O)O)n2)cc1	11	-0.4%
83	O=c1c2ccccc2oc2ccc(-c3ccc4[nH]ccc4c3)cc12	/	-2.2%
84	CCN1CCC2(CC1)Oc1c(OC)cccc1C1CC(c3cccnc3)=NN12 (configuration not stated)	/	3.4%
85	COc1ccc(OC)c(C(C(=O)NCc2ccco2)N(C(=O)Cn2nnc3ccccc32)C2CC2)c1 (configuration not stated)	-4	0.9%
86	COc1ccccc1C(=O)NC(=S)Nc1ccc(S(=O)(=O)N2CCN(C)CC2)cc1	-11	-3.9%
87	Oc1ccc(/C=N/Nc2cc(N3CCCC3)nc(N3CCCC3)n2)cc1	1	-4.5%
88	S=c1nc(C2CCCCC2)[nH][nH]1	-5	14%*
89	CCOC(=O)C1=Nc2ccccc2/C1=C\c1c(O)n(C)c(=O)n(C)c1=O	57	-0.7%
90	O=S1(=O)CC/C(=N/Nc2ccc(C(F)(F)F)cn2)c2cc(F)ccc21	-7	-3.6%
91	O=[N+]([O-])c1ccc(-c2c[nH]c(=S)[nH]2)cc1	10	2.2%
92	CCOC(=O)c1ccccc1NC(=O)c1cn(-c2ccc(OC)cc2)c(=O)c2ccccc12	-10	2.2%
93	CC1(C)Cc2c(ccc3ccccc23)-c2nnc(-c3cccnc3)n21	-4	-6.3%
94	O=C(NC(NC(=O)c1ccccc1)C(=O)c1ccccc1)c1ccccc1	/	4.2%
95	CS(=O)(=O)N1CCCC(C(=O)N2CCc3ccccc3C2)C1 (configuration not stated)	0	-3.4%
96	O=C(NCc1ccco1)C1CC(c2ccccc2O)=NO1 (configuration not stated)	/	3.2%
97	N#CC(c1ccc(F)cc1)c1ccc(C(=O)c2ccc(F)cc2)cc1 (configuration not stated)	1	-4.1%
98	CCC(CC)C(=O)Nc1ccncc1	11	5.4%
99	O=C1NC(=Nc2ccccc2)c2c1cccc2[N+](=O)[O-]	31	-8.2%
100	COc1ccc(-n2c(C)cc(SC)c(C(C)=O)c2=S)cc1	/	-2.5%

Exported field by field: part of the list above
79	O=C(CN1CCCN(Cc2ccc(F)cc2Cl)C1=O)NC1CCCC1
  RmlCD inh 1536 = 4	GlmU inhibition = 3.6%

80	Cc1cc(S(=O)(=O)Nc2ccccc2C)ccc1F
  RmlCD inh 1536 = /	GlmU inhibition = 1.4%

81	COC(=O)NCC(C)OC(=O)Nc1ccc(Cl)cc1 (configuration not stated)
  RmlCD inh 1536 = 9	GlmU inhibition = -3.5%

82	CCCOc1ccc(-c2cc(C(F)(F)F)c(C#N)c(SCC(=O)O)n2)cc1
  RmlCD inh 1536 = 11	GlmU inhibition = -0.4%

More structures:
No.	SMILES	RmlCD inh 1536	GlmU inhibition
101	Cc1ccc(-n2c(C(C)C)nc3oc4ccccc4c(=O)c3c2=O)cc1	29	-2.5%
102	CC(C)(C)C(=O)NC1=NCCS1	2	0.8%
103	C=CC1CN(C(=O)OCC(Cl)(Cl)Cl)C2CC3c4ccc(OC)cc4NC3C3CC1C2CO3 (configuration not stated)	/	-2.5%
104	O=C(COC(=O)CCSc1ccc(Cl)cc1)NCc1ccccc1Cl	16	-8.4%
105	CN(C)CCCN1C(=O)C(=O)/C(=C(/O)c2ccncc2)C1c1ccccc1 (configuration not stated)	/	-8.3%
106	CCc1ccccc1NC(=O)CSc1nc2ccccc2n1CC(=O)N(C)C	7	5.7%
107	Cc1cc(C(=O)COC(=O)C2COc3ccccc3O2)c(C)n1CC1CCCO1 (configuration not stated)	/	4.8%
108	O=C(O)C1CCC(=O)N1Cc1ccccc1Cl (configuration not stated)	-2	1.2%
109	O=C(Nc1cccc2ccccc12)c1ccccc1NS(=O)(=O)c1cccc2cccnc12	-5	10%
110	CCOc1cc(CO)ccc1OCC(=O)N1CCCCC1	/	-3.6%
111	Cc1ccc(CN2C(=O)CCC2C(=O)NCc2ccccc2Cl)cc1 (configuration not stated)	5	-5.8%
112	Cc1ccc(NC(=O)CN2CCC3(O)CCCCC3C2c2ccc3c(c2)OCO3)c(C)c1 (configuration not stated)	11	2.5%
113	CN(C)c1cc(-c2cccc([N+](=O)[O-])c2)oc(=O)c1Cl	-5	2.0%
114	Cc1onc(-c2c(Cl)cccc2Cl)c1C(=O)N=C(N)N1CC(C)OC(C)C1 (configuration not stated)	-10	-3.3%
115	CC1(C)OC(=O)N(c2cccnc2)C1(C)O (configuration not stated)	-1	-2.4%
116	CCOCCOc1nc2c(c(=O)n(C)c(=O)n2C)n1CCc1ccccc1	/	2.6%
117	COc1ccc(C(=O)N2CCC(C(=O)c3c(C)cc(C)cc3C)CC2)cc1	10	-1.5%
118	CCCCn1c(=O)c(C(=O)c2ccccc2)nc2ccccc21	-5	0.5%

Reprinted, nos. 101–102
No.	SMILES	RmlCD inh 1536	GlmU inhibition
101	Cc1ccc(-n2c(C(C)C)nc3oc4ccccc4c(=O)c3c2=O)cc1	29	-2.5%
102	CC(C)(C)C(=O)NC1=NCCS1	2	0.8%

The list is partial. The share of hits here may be higher or lower than overall.
